aSyn yeast rescue: qHTS of alpha-syn Inhibitors: NCGC Sytravon Library Screen. Potency, µM (doses to about 46.1 µM), inactives show at the highest dose growth rescue (activation), actives largely listed as activators. S. cerevisiae alpha-synuclein toxicity rescue, BacTiter-Glo growth, 24 h. AID 1347070, 2019. actives 0.02% (n = 94,000); active means well fitted activation curve with a large enough effect; further: 0% is about no effect
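Growth restoration measured by BacTiter-Glo luminescence after 24 hr at 30 deg C; alpha-synuclein yeast, raffinose-pregrown to mid-log, were added at OD600=0.02 in galactose medium onto pinned compounds.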
Active calls of the source: *; & = joins results of further samples; [ ] = another dose, or the depositor's remark. Potency means the concentration at half of the fitted maximal effect. These rows are one share of the data. The share of hits here may be higher or lower than overall.

nr | SMILES | aSyn yeast rescue
1 | COc1ccc(CCNC(=O)Cc2c(C)c3cc4c(C)coc4c(C)c3oc2=O)cc1 | -2%
2 | N/C(CSc1ccc(Cl)cc1)=N\S(=O)(=O)c1ccc(Cl)cc1 | 2%
3 | CC(C)Oc1ccc2ccccc2c1CNC[C@H]1O[C@@H](n2ccc(N)nc2=O)[C@H](O)[C@@H]1O | 2%
4 | Cc1cccc(-c2noc(-c3ccccc3NC(=O)C3CC(=O)N(c4ccccc4C)C3)n2)c1 (stereo not given) | 9%
5 | O=C(C=Cc1ccc2c(c1)OCO2)C=Cc1ccc2c(c1)OCO2 | 2%
6 | Cc1cccc(C)c1NC(=O)CN(C)S(=O)(=O)c1ccc2c(c1)n(C)c(=O)c(=O)n2C | -5%
7 | Cc1ccc(N=C2NC(=O)/C(=C/c3cccn3C)S2)c(C)c1 | -7%
8 | C=C(C)C1CC=C(C)/C(=N\NC(=O)CCC(=O)Nc2ccc(C)c(C)c2)C1 (stereo not given) | 1%
9 | Cc1ccc(CNC(=O)C2CCCN(S(=O)(=O)c3ccc4c(ccn4C)c3)C2)cc1 (stereo not given) | 0%
10 | O=C(CCCC(=O)c1ccccc1)NCCc1ccccc1 | 11%
11 | CSc1ncc(C(=O)Nc2cccc(C)c2C)c(-c2ccccc2)n1 | -6%
12 | Cc1ccc(S(=O)(=O)/N=S(\C)C(C)C)cc1 (stereo not given) | -18%
13 | CCn1cc(C(=O)NCCCOC)c(=O)c2cc(S(=O)(=O)N3CCc4ccccc4C3)ccc21 | -1%
14 | CCOC(=O)c1c(C)[nH]c(C)c1S(=O)(=O)N1CCC(C(=O)Nc2ccc(C)c(Cl)c2)CC1 | 4%
15 | COC(=O)c1cnc(N2CCCN(S(=O)(=O)c3ccccc3)CC2)nc1C(F)(F)F | -4%
16 | Cc1ccc(-n2nc(C(=O)Nc3ccc(F)cc3Cl)c(=O)n(C)c2=O)cc1 | 5%
17 | CCn1nc(C)c(Br)c1Nc1ccc(Br)cc1 | 4%
18 | COc1ccc(C(=O)NC2=NCCS2)cc1S(=O)(=O)N1CCOCC1 | 7%
19 | COc1ccc(N(CC(=O)N2CCC(C)CC2)S(=O)(=O)c2c(C)nn(C)c2C)cc1 | -1%
20 | Cc1ccc(S(=O)(=O)N(C)C[C@@H]2Oc3ncc(Br)cc3C(=O)N([C@H](C)CO)C[C@H]2C)cc1 | 8%

Carrying on:
nr | SMILES | aSyn yeast rescue
21 | COc1ccc(Cl)cc1NC(=O)CSC1=Nc2ccccc2C2=NC(CCC(=O)NCc3ccco3)C(=O)N12 (stereo not given) | 2%
22 | CN(C)c1cc[n+](CC(=O)c2ccc(OC(F)F)cc2)cc1 | -1%
23 | CCOC(=O)CSc1nc(-c2ccc(OCC)cc2)cc(C(F)(F)F)c1C#N | 0%
24 | CCc1ccc(-c2cn3c(n2)sc2cc(C(=O)NCCc4ccc(OC)cc4OC)ccc23)cc1 | -2%
25 | COC(=O)[C@H](C)NC(=O)c1cc2c(cn1)[nH]c1ccccc12 | -27%
26 | Cc1ccc(C)c(Nc2cc(C(=O)NCCCN(C)C3CCCCC3)c3ccccc3n2)c1 | -2%
27 | O=C(c1ccc2c(c1)N(Cc1cccc(Cl)c1)C(=O)c1ccccc1S2(=O)=O)N1CCCC1 | 4%
28 | CCCn1cc(S(=O)(=O)c2ccccc2)c(=O)c2cc(F)c(N3CCCC3)cc21 | -2%
29 | Cc1ccc(NC(=O)Cn2cc(C(=O)C3CC3)c3ccccc32)c(C)c1 | -5%&-14%
30 | Cc1cc(N/N=C/c2ccccc2O)nc(N2CCOCC2)n1 | -11%
31 | Cc1cccc(C(=O)Nc2nnc(S(=O)(=O)N(C)Cc3ccco3)s2)c1 | -2%
32 | CC1CCN(C(=O)CN2CC(C)Sc3ccccc32)CC1 (stereo not given) | 6%
33 | Nc1ccc(SCc2cccnc2)cc1 | 15%
34 | CC(C)(C)C(=O)Nc1nc2c(s1)CN(Cc1ccccc1)CC2 | -17%
35 | O=C(OCc1cc(=O)n2nc(C3CC3)sc2n1)c1ccc(NC(=O)c2ccccc2Cl)cc1 | 3%
36 | CCn1c(SCC(=O)N2CCCCCC2)nc2ccccc2c1=O | -14%
37 | CC(=O)NC1=NN(C(C)=O)C(c2ccccc2)S1 (stereo not given) | -7%
38 | O=C(/C=C/c1ccc(F)cc1)c1ccc(N2CCOCC2)cc1 | 2%
39 | CCC(C)NC(=O)CSc1nc2cc3c(cc2c(=O)n1CCCC(=O)NCCc1ccc(OC)c(OC)c1)OCO3 (stereo not given) | -1%
40 | O=C(OCc1ccccc1)C1=NNC2C(=O)N(c3ccccc3)C(=O)C12 (stereo not given) | 11%

Another view of 3 compounds above:
#23 CCOC(=O)CSc1nc(-c2ccc(OCC)cc2)cc(C(F)(F)F)c1C#N
  aSyn yeast rescue: 0%

#24 CCc1ccc(-c2cn3c(n2)sc2cc(C(=O)NCCc4ccc(OC)cc4OC)ccc23)cc1
  aSyn yeast rescue: -2%

#25 COC(=O)[C@H](C)NC(=O)c1cc2c(cn1)[nH]c1ccccc12
  aSyn yeast rescue: -27%

Later entries
nr | SMILES | aSyn yeast rescue
41 | CCOC(=O)C1CCN(C(=O)c2cc(CN3C(=O)c4ccccc4C3=O)ccc2OCC)CC1 | -44%[inhibitor]
42 | Cc1ccc(Cl)cc1N1CCN(C(=O)Cn2nc(C)c3sc4ccccc4c3c2=O)CC1 | -2%
43 | CCNc1cc(N2CCN(C3CCCCC3)CC2)c2noc3c2c1C(=O)c1ccccc1-3 | -12%
44 | Cc1nn(C)c2c1c(C(F)(F)F)cc(=O)n2CC(=O)NC(C)(C)C | 1%
45 | C=CCC1CCCCC1=C(C#N)c1ccccc1 (stereo not given) | -2%
46 | COc1cccc(CNC(=O)CCNC(=O)N2CC(=O)Nc3ccccc32)c1 | 7%
47 | CCOc1ccc(CCNC(=O)C2CCCN(S(=O)(=O)N3CCOCC3)C2)cc1OCC (stereo not given) | -3%
48 | CCOc1ccccc1Nc1cc(C)nc2ccccc12 | 0%
49 | Cc1ccc(CNC(=O)c2c(-c3ccc(Br)cc3)noc2C)o1 | 1%
50 | COc1ccccc1NC(=O)C1=C(C)Nc2nc(-c3ccco3)nn2C1c1ccccc1F (stereo not given) | 1%
51 | CCOC(=O)c1c(C)[nH]c(C)c1C(=O)COC(=O)c1nn(CC)c(=O)c2ccccc12 | -3%
52 | CCC(Sc1nnc2c3ccccc3n(C)c2n1)C(=O)Nc1nnc(C(C)C)s1 (stereo not given) | 6%
53 | COc1ccccc1CN1CCC(CNS(=O)(=O)c2cc(-c3onc(C)c3C)ccc2OC)CC1 | 8%
54 | CS(=O)(=O)N1CCc2cc(S(=O)(=O)NCc3ccccc3Cl)ccc21 | -10%
55 | CCN(C(=O)c1nn(-c2ccc(OC)c(Cl)c2)c(=O)c2c1c1ccccc1n2C)c1cccc(C(F)(F)F)c1 | 1%
56 | C[C@@H]1CN([C@H](C)CO)C(=O)c2c(c3ccccc3n2C)-c2ccccc2CO[C@H]1CN(C)C(=O)Cc1ccccc1 | 0%
57 | O=C(c1ccccc1)c1c[nH]c2ccccc12 | -9%
58 | CCC1=C(Nc2ccccc2)COC1=O | -10%
59 | COc1ccccc1NC(=O)COC(=O)c1c[nH]c(=O)[nH]c1=O | 3%
60 | NS(=O)(=O)c1ccc(N/C=C\C(=O)c2ccncc2)cc1 | 12%

The final 3 records of the section above are carried over, then new ones follow:
nr | SMILES | aSyn yeast rescue
58 | CCC1=C(Nc2ccccc2)COC1=O | -10%
59 | COc1ccccc1NC(=O)COC(=O)c1c[nH]c(=O)[nH]c1=O | 3%
60 | NS(=O)(=O)c1ccc(N/C=C\C(=O)c2ccncc2)cc1 | 12%
61 | COc1cccc(CNC(=O)CN2C(=O)N(c3c(C)cccc3C)S(=O)(=O)c3ccccc32)c1OC | -2%
62 | COc1ccc2c(c1)CC(C(=O)Nc1cc(OC)c(OC)c(OC)c1)CO2 (stereo not given) | 4%
63 | O=C(CSc1nc(-c2ccccc2)no1)N1CCN(c2ccccc2)CC1 | -6%
64 | Cc1ccc(Cn2cc(C(=O)c3ccc(F)cc3)c(=O)c3cc4c(cc32)OCCO4)cc1 | 1%
65 | COc1ccc(NC(=O)c2cc3c([nH]c2=O)CC(c2ccccc2)CC3=O)cc1 (stereo not given) | 0%
66 | CC(C)Cn1c(=O)c2sccc2n2c(CCCC(=O)NCC(C)c3ccccc3)nnc12 (stereo not given) | -3%
67 | CN1CCN(c2nc3c(S(=O)(=O)c4ccc(Cl)cc4)nnn3c3ccsc23)CC1 | 0%
68 | Cc1nc2cccnc2n1-c1cccc(C(=O)NCc2cccc(Cl)c2)c1 | -1%
69 | NC(=Nc1ccc(N)cc1)C(N)=Nc1ccc(N)cc1 | 5%
70 | O=C(CN(Cc1ccccc1)C(=O)CCC(=O)Nc1nccs1)NCC1CCCO1 (stereo not given) | -8%
71 | COc1cccc(-c2nnc(SCC(=O)N3CCc4ccccc43)o2)c1 | 2%
72 | NS(=O)(=O)c1cccc(NC(=O)CCCC2CCCCC2)c1 | 3%
73 | O=C(CN1C(=O)c2ccccc2S1(=O)=O)NCCc1ccccc1 | -1%
74 | COCC(C)NS(=O)(=O)c1ccc(NC(=O)c2ccccn2)cc1 (stereo not given) | 7%
75 | Cc1nn(C)cc1C(=O)Nc1ccc2c(c1)OCCO2 | -16%
76 | O=C(CSc1oc(-c2ccccc2)nc1S(=O)(=O)c1ccc(Cl)cc1)c1ccccc1 | -12%
77 | Cc1ccc(-c2cn(-c3cccc(Cl)c3)c(S(=O)(=O)CC(=O)Nc3ccccc3F)n2)cc1 | 2%
78 | CC(OC(=O)CN1C(=O)c2ccccc2C1=O)C(=O)NC1CCCC1 (stereo not given) | 2%
79 | Cc1ccc2oc3c(c(=O)c2c1)C(c1ccc(F)cc1)N(c1nc(C)c(C)s1)C3=O (stereo not given) | 2%
80 | Cc1cccc(CCN(C(=O)c2snc(C(N)=O)c2N)C(C(=O)NCC2CCCO2)c2ccc(F)cc2)c1 (stereo not given) | 5%

(listing goes on)
nr | SMILES | aSyn yeast rescue
81 | COc1ccc(Cl)cc1NS(=O)(=O)c1cccc(C(=O)NCCCN2CCOCC2)c1 | 5%
82 | COc1ccc(C(=O)NCCS(=O)(=O)N2CCc3ccccc3C2)cc1 | 4%
83 | CCOc1ccc(CNC(=O)C2CCCN(S(=O)(=O)N3CCC(C)CC3)C2)cc1OC (stereo not given) | -1%
84 | CC(C)CCNC(=O)c1cc(S(=O)(=O)N2CCC3(CC2)OCCO3)ccc1F | 10%
85 | CCOc1ccc(N2CC(C(=O)Nc3ccccc3C(=O)NC3CC3)CC2=O)cc1 (stereo not given) | -3%
86 | CCCSc1nc2sc3c(c2c(=O)n1-c1ccccc1)CCC(C)C3 (stereo not given) | -2%
87 | O=c1[nH]c(CN2CCN(Cc3ccccc3)CC2)nc2scc(-c3ccccc3)c12 | -4%
88 | CCOC(=O)CN1C(=O)N(c2ccc(C)c(C)c2)S(=O)(=O)c2ccccc21 | 5%
89 | COc1ccc2c(=O)c3ccccc3oc2c1 | 8%
90 | O=C(O)Cn1cc(/C=c2/sc3nc4ccccc4n3c2=O)c2ccccc21 | 3%
91 | CCOc1ccc(C(=O)N(CN2CCCC2=O)c2cccc(Cl)c2)cc1 | 4%
92 | O=C(Nc1ncccc1O)c1cccc(S(=O)(=O)N2CCN(c3ccc(F)cc3)CC2)c1 | -27%
93 | Cc1nnc(SCC(=O)Nc2ccccc2)n(N)c1=O | -10%
94 | COc1ccccc1CCNC(=O)Cc1c(C)c2c(cc(C)c3c(C)c(C)oc32)oc1=O | -2%
95 | Cc1ccc(C(=O)Nc2ccc(-c3nc4ccccc4s3)c(O)c2)c(C)c1 | -13%
96 | CCCN(CCC)c1ccc(C2N=C(N)Nc3nc4ccccc4n32)cc1 (stereo not given) | -19%
97 | CCOC(=O)c1c(NC(=O)/C(C#N)=C/c2ccc(OC)cc2)sc2c1CCC2 | -8%
98 | Cc1nn(-c2ccccc2)c2sc(C(=O)Nc3ccccc3Br)cc12 | 3%
99 | COc1cccc(NC(=O)C2CCN(c3nnc(-n4c(C)ccc4C)s3)CC2)c1 | -3%
100 | O=C(Cn1c(=O)oc2ccccc21)NCc1cccc(Cl)c1 | 0%

Additional structures:
nr | SMILES | aSyn yeast rescue
101 | C/C(N)=C(/C#N)C(=O)COC(=O)c1cccc(C)c1O | 3%
102 | CN(C)CCN(C(=O)C1CCN(S(=O)(=O)c2cccs2)CC1)c1nc2c(F)cccc2s1 | -6%
103 | CC(C)Oc1ccccc1C1C=C(C(=O)O)Nc2ncnn21 (stereo not given) | -9%
104 | COc1ccc(-c2c(C)nn3c(N4CCN(c5cc(Cl)ccc5C)CC4)cc(C)nc23)cc1OC | 4%
105 | Cc1nc2nncn2c(NCc2ccc(Cl)cc2)c1C | 6%
106 | O=C(NCc1ccccc1)c1ccc2c(c1)sc1nc(-c3ccc(F)cc3)cn12 | -13%
107 | Cc1ccc(-n2nc(C(=O)N3CCN(c4ccc(F)cc4)CC3)c(=O)n(C)c2=O)cc1 | 3%
108 | Cc1cc(C)c2c(=O)cc(CSc3nnc(-c4ccccc4)n3C)[nH]c2c1 | 10%
109 | COc1ccc(CCNC(=O)c2cnn(-c3ccc(F)cc3)c2C2CCN(C(=O)OC(C)(C)C)CC2)c(OC)c1 | 11%
110 | CCN(CC(=O)Nc1ccc(NC(C)=O)cc1)C(=O)c1cc(S(=O)(=O)N2CCCCCC2)ccc1OC | -12%
111 | COc1ccccc1C(CNC(=O)CNC(=O)c1cccc(Cl)c1)N1CCCC1 (stereo not given) | -3%
112 | O=c1c2c3c(sc2n(Cc2cc(=O)n4ccccc4n2)c(=O)n1-c1ccccc1)CCC3 | 3%
113 | Cc1cc(S(=O)(=O)N2CCCC2)ccc1OCC(=O)NCc1ccccn1 | 13%
114 | COc1ccc(OC)c(C2CC(=O)Nc3c2c(=O)[nH]c2nc4ccccc4n32)c1 (stereo not given) | -6%
115 | COc1cccc(CNC(=O)CSc2ccc(-c3ccccn3)nn2)c1 | -15%
116 | O=C(NCc1ccccc1)c1cccn1-c1nnc(N2CCCC2)s1 | -3%

Entries by screen from the entries so far:
aSyn yeast rescue, compounds 105–115 → 6%, -13%, 3%, 10%, 11%, -12%, -3%, 3%, 13%, -6%, -15%

Screening data deposited in PubChem by National Center for Advancing Translational Sciences (NCATS).
